aSyn yeast rescue = inhibitors of alpha-synuclein toxicity in yeast. 0.02% of 94,000 active. AID 1347070. Potency, µM (doses to about 46.1 µM), for inactives: at the highest dose growth rescue (activation), actives largely listed as activators. S. cerevisiae alpha-synuclein toxicity rescue, BacTiter-Glo growth, 24 h; active = well fitted activation curve with a large enough effect; also: 0% is about no effect
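Growth restoration measured by BacTiter-Glo luminescence after 24 hr at 30 deg C; alpha-synuclein yeast, raffinose-pregrown to mid-log, were added at OD600=0.02 in galactose medium onto pinned compounds.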
Active calls of the source: *; [ ] = remark or other dose. Potency is read from the fitted curve at half-maximal effect. These rows are one share of the data; rates above refer to the full screens.

CCOC(=O)C1=NN2C(O)C3(C)CC(C(=O)OCC)=NN3C(O)C2(C)C1 (stereo not given) was read as aSyn yeast rescue -7%.
Screening Cc1ccc2nc(-c3cccc(Br)c3)cc(C(=O)Nn3cnnc3)c2c1 returned aSyn yeast rescue 3%.
For Cc1ccc(Cl)cc1-n1ncc2c(N3CCC(C(N)=O)CC3)ncnc21 the results were aSyn yeast rescue -1%.
For Cc1c(C(=O)NCc2ccc(N(C)C)cc2)oc2c1-c1nn(Cc3cccc(Cl)c3)cc1CC2 the results were aSyn yeast rescue 12%.
For CCOC(=O)c1c(NC(=O)CSc2cn(CC)c3ccccc23)sc2c1CCC2 the results were aSyn yeast rescue 1%.
For N=c1c(C(=O)NCC2CCCO2)cc2c(=O)n3ccccc3nc2n1Cc1ccco1 (stereo not given) the results were aSyn yeast rescue -1%.
Screening CCC(Sc1nncn2c1cc1oc(C)cc12)C(=O)Nc1ccc(F)cc1 (stereo not given) returned aSyn yeast rescue 24%.
Screening N#CC(c1ccccc1)C(CC(=NO)c1ccccc1)c1ccccc1 (stereo not given) returned aSyn yeast rescue -40%[inhibitor].
`COC(=O)[C@H]1C[C@@]2(O)CN(S(=O)(=O)c3ccc(C)cc3)C[C@@]2(OC(=O)Nc2c(C)noc2C)C[C@H]1C(=O)OC` gave aSyn yeast rescue -2%.
Screening Cn1c(=O)n(C/C=C/c2ccccc2)c(=O)c2c1nc1n2CCN1c1ccc(Cl)cc1 returned aSyn yeast rescue 0%.
`CC1=CC2=NC(=O)/C(=C\c3cc(C)n(-c4cccc(Cl)c4)c3C)C(=N)N2O1` gave aSyn yeast rescue -1%.
For Cc1ccc(Cn2c(=O)n(-c3ccc(C)c(C)c3)c(=O)c3c(C)c(C)sc32)cc1 the results were aSyn yeast rescue 4%.
COc1ccc(NC(=O)CN2C(=O)NC3(CCCC3)C2=O)c(OC)c1 was read as aSyn yeast rescue 6%.
`O=C(COC(=O)c1cccc(Br)c1)Nc1cccc(S(=O)(=O)N2CCCCC2)c1` gave aSyn yeast rescue 3%.
Screening COc1cc(OC)cc(C(=O)Nc2c(C)nn(-c3ccccc3)c2C)c1 returned aSyn yeast rescue -10%.
O=C(NCc1ccc2c(c1)CCN2C(=O)c1ccccc1)c1ccco1 was read as aSyn yeast rescue 5%.
For CC1CCN(C(=O)c2ccc(SCc3ccccc3F)c([N+](=O)[O-])c2)CC1 the results were aSyn yeast rescue 7%.
For Cc1c(NC(=O)c2cc(-c3ccc(F)cc3)on2)c(=O)n(-c2ccccc2)n1C the results were aSyn yeast rescue 6%.
For COCCCN=Cc1c(-c2ccccc2)[nH]n(-c2nc3ccccc3s2)c1=O the results were aSyn yeast rescue -8%.
Screening COc1cc2c(cc1OC)n(CC(=O)c1ccc(C)cc1C)c(=O)n1nc(CCn3nc(C)cc3C)nc21 returned aSyn yeast rescue 4%.
CCOc1cc(C(=O)Nc2ccc(C(=O)NCCN(CC)CC)cc2)ccc1OCC(=O)N1CCOCC1 was read as aSyn yeast rescue 1%.
Screening O=C(CSc1n[nH]c(-c2ccco2)n1)Nc1ccccc1F returned aSyn yeast rescue -6%.
For CCCC(C)c1nnc(NC(=O)C2CC(=O)N(CCc3ccc(F)cc3)C2)s1 (stereo not given) the results were aSyn yeast rescue -6%.
Screening Cc1ccccc1NS(=O)(=O)c1ccc2[nH]c(=O)[nH]c2c1 returned aSyn yeast rescue 11%.
CCOc1ccc(C(=O)Nc2ccc3oc(-c4cccc5ccccc45)nc3c2)cc1 was read as aSyn yeast rescue -12%.
For Cc1cccc(C(=O)Nc2cccc(C(=O)OCc3cc(=O)n4ccsc4n3)c2)c1 the results were aSyn yeast rescue -8%.
`CCOc1ccc(N2C(=O)CC(NCCNc3ccc(C(=O)c4cccs4)cc3)C2=O)cc1` (stereo not given) gave aSyn yeast rescue 11%.
Screening Cc1ccc(-c2nnc(SCC(=O)NCCC(C)C)nc2-c2ccc(C)cc2)cc1 returned aSyn yeast rescue 2%.
Screening CN1C(=O)Cc2cc(S(=O)(=O)CCC(=O)Nc3ccc(Cl)cc3)ccc21 returned aSyn yeast rescue -3%.
`COc1ccc(-c2cn3cccnc3n2)cc1NC(=O)c1c(F)cccc1F` gave aSyn yeast rescue 6%.

Not a retest: seven of the compounds above.
Screening Cc1ccccc1NS(=O)(=O)c1ccc2[nH]c(=O)[nH]c2c1 returned aSyn yeast rescue 11%.
CCOc1ccc(C(=O)Nc2ccc3oc(-c4cccc5ccccc45)nc3c2)cc1 was read as aSyn yeast rescue -12%.
For Cc1cccc(C(=O)Nc2cccc(C(=O)OCc3cc(=O)n4ccsc4n3)c2)c1 the results were aSyn yeast rescue -8%.
`CCOc1ccc(N2C(=O)CC(NCCNc3ccc(C(=O)c4cccs4)cc3)C2=O)cc1` (stereo not given) gave aSyn yeast rescue 11%.
Screening Cc1ccc(-c2nnc(SCC(=O)NCCC(C)C)nc2-c2ccc(C)cc2)cc1 returned aSyn yeast rescue 2%.
Screening CN1C(=O)Cc2cc(S(=O)(=O)CCC(=O)Nc3ccc(Cl)cc3)ccc21 returned aSyn yeast rescue -3%.
`COc1ccc(-c2cn3cccnc3n2)cc1NC(=O)c1c(F)cccc1F` gave aSyn yeast rescue 6%.

Of the compounds above, three contain an NH in an aromatic ring:
For COCCCN=Cc1c(-c2ccccc2)[nH]n(-c2nc3ccccc3s2)c1=O the results were aSyn yeast rescue -8%.
Screening O=C(CSc1n[nH]c(-c2ccco2)n1)Nc1ccccc1F returned aSyn yeast rescue -6%.
Screening Cc1ccccc1NS(=O)(=O)c1ccc2[nH]c(=O)[nH]c2c1 returned aSyn yeast rescue 11%.

Further entries follow.
CC1CN(C(=O)N2CCC(C(=O)NC3CCCCCC3)CC2)c2cc(Cl)ccc2O1 (stereo not given) was read as aSyn yeast rescue 6%.
Screening Cc1ccccc1COC(=O)c1ccc(-c2nnn(Cc3ccccc3F)n2)cc1 returned aSyn yeast rescue -4%.
`COC(=O)C1=C(C)N(c2cc(C)cc(C)c2)/C(=C/c2ccco2)C1=O` gave aSyn yeast rescue 8%.
Screening Cc1cc(C)c(NC(=O)CS(=O)CC(=O)NCCN2CCCCCC2)c(C)c1 (stereo not given) returned aSyn yeast rescue -6%.
`CCOC(=O)c1cc(-c2ccccc2)n(-c2cccc(C(=O)NC(C)CC)c2)c1C` (stereo not given) gave aSyn yeast rescue -22%.
For CCCc1ccc(NC(=O)C2CCN(c3cnccn3)CC2)cc1 the results were aSyn yeast rescue 0%.
`Cc1cccc(-c2nnc(NC(=O)c3ccc(N4C(=O)CCC4=O)cc3)s2)c1` gave aSyn yeast rescue -7%.
Screening Cc1ccc2c(c1)c1c(c(=O)n(-c3ccccc3)c(=O)n1CC(=O)NCC1CCCO1)n2C (stereo not given) returned aSyn yeast rescue -2%.
For COc1ccc(NS(=O)(=O)c2cccc(C(=O)N3CCCCCC3)c2)cc1 the results were aSyn yeast rescue -5%.
For O=C(N/N=C/c1coc2ccccc2c1=O)c1cccc([N+](=O)[O-])c1 the results were aSyn yeast rescue 13%.
Screening Cc1ccc(NC(=O)C(=O)NCC2(c3ccccc3)CCCC2)cc1Cl returned aSyn yeast rescue 3%.
CN(C)CCN(Cc1ccco1)C(=O)c1cc2c(s1)-c1ccccc1OC2 was read as aSyn yeast rescue -2%.
For O=C(NC1CCCCC1)c1ccc2c(c1)N(Cc1ccccc1)C(=O)c1ccccc1S2 the results were aSyn yeast rescue -7%.
For CC(=O)c1ccc(NC(=S)N2CCCC(CO)C2)cc1 (stereo not given) the results were aSyn yeast rescue -5%.
O=C(NCc1ccccc1)c1ccc(NC(=O)N2CCSc3ncccc32)cc1 was read as aSyn yeast rescue 6%.
Screening O=C1c2ccccc2C(Nc2ccc(Cl)cn2)N1c1cccnc1 (stereo not given) returned aSyn yeast rescue 11%.
Screening CCC(C)NC(=O)C1=CC(c2ccc3c(c2)OCO3)=NS(=O)(=O)N1C (stereo not given) returned aSyn yeast rescue 3%.
Screening Oc1c(C(c2ccc(Cl)cc2Cl)N2CCOCC2)sc2nc(-c3ccco3)nn12 (stereo not given) returned aSyn yeast rescue 7%.
Screening CCCC(=O)NCC(c1ccc2c(c1)OCO2)N1CCOCC1 (stereo not given) returned aSyn yeast rescue -11%.
For Cc1ccc(C2(c3noc(CN(C)Cc4cnn(C)c4)n3)CCCC2)cc1 the results were aSyn yeast rescue 1%.
`CCc1cccc(CC)c1NC(=O)C(CC)Sc1nc2ccsc2c(=O)n1CCC(=O)O` (stereo not given) gave aSyn yeast rescue 1%.
CCc1cccc(C)c1NC(=O)COCc1cc(-c2ccc3c(c2)OCO3)on1 was read as aSyn yeast rescue -8%.
Screening N#C/C(=C\c1cccs1)C(=O)Nc1nccs1 returned aSyn yeast rescue -16%.
Screening CCN1CCC(N(Cc2ccc3c(c2)OCO3)C(=O)Nc2ccccc2OC)CC1 returned aSyn yeast rescue 0%.
For CCCSc1ncc(Cl)c(C(=O)Nc2sc3c(c2C(N)=O)CCCC3)n1 the results were aSyn yeast rescue 1%.
Nc1cc(=O)nc(SCC(=O)Nc2ccc(F)cc2)n1-c1ccc(Cl)cc1 was read as aSyn yeast rescue 6%.
`Cc1ccc(N2CC(C(=O)Nc3cc(S(=O)(=O)N4CCCCC4)ccc3C)CC2=O)cc1` (stereo not given) gave aSyn yeast rescue -6%.
For CCOC(=O)c1c(C)oc2nc(C)nc(Nc3cc(C)cc(C)c3)c12 the results were aSyn yeast rescue -7%.
Screening Cc1ccc(C)c2sc(N3CCN(C(=O)C(C)(C)C)CC3)nc12 returned aSyn yeast rescue 17%.
COc1cc(NC(=O)Nc2cccc([N+](=O)[O-])c2)cc(OC)c1 was read as aSyn yeast rescue 1%.
Screening COc1cc(OC)cc(OC(=O)C2CCN(C(=O)c3ccc(F)cc3)CC2)c1 returned aSyn yeast rescue -1%.
Screening Cc1cccc(Cn2c(COc3ccccc3)nc3ccccc32)c1 returned aSyn yeast rescue 25%.
For CC1(C)N=C(N)N=C(N)N1c1ccc(OCC(=O)Nc2ccccc2)c(Cl)c1 the results were aSyn yeast rescue -2%.
For CCOC(=O)c1c(S(=O)(=O)N2CCCC(C(=O)NCc3cccc(C)c3)C2)c(C)n(C)c1C (stereo not given) the results were aSyn yeast rescue -7%.
`O=C(NCCC(=O)N1CCc2ccccc21)c1ccco1` gave aSyn yeast rescue -6%.
`COc1ccc(C=CC(=O)c2ccc(OC)c(OC)c2)cc1O` gave aSyn yeast rescue 14%.
Screening O=C(NNC(=O)[C@H]1CC=CC[C@H]1C(=O)O)c1ccc(Cl)cc1Cl returned aSyn yeast rescue -3%.
For CC1CCc2sc(C(=O)NCC3CCCO3)cc2C1 (stereo not given) the results were aSyn yeast rescue -2%.
`O=C(c1cc(-c2cccc(O)c2)on1)N1CCN(C(c2ccccc2)c2ccccc2)CC1` gave aSyn yeast rescue 0%.
For O=C(c1n[nH]c(=O)c2ccccc12)N1CCN(Cc2ccc3c(c2)OCO3)CC1 the results were aSyn yeast rescue -7%.
Screening Cc1cc(C)cc(NC(=O)CSc2nnc(-c3cc4occc4n3C)n2-c2ccccc2C)c1 returned aSyn yeast rescue 3%.
Screening CCCC(CCC)C(=O)Nc1cccc(-c2nc3cccnc3s2)c1C returned aSyn yeast rescue -4%.
`C/C(CC(=O)Nc1ccc(Cl)cc1Cl)=N\NC(=O)c1cnccn1` gave aSyn yeast rescue -4%.
For CC1CCN(CCCNc2cc(NCCO)c([N+](=O)[O-])c3nonc23)CC1 the results were aSyn yeast rescue 4%.
N#C/C(=C\c1c(Oc2ccc(Br)cc2)nc2ccccn2c1=O)c1nc2ccccc2s1 was read as aSyn yeast rescue -4%.
OCC1CCCN(C(=S)Nc2ccc(Oc3ccccc3)cc2)C1 (stereo not given) was read as aSyn yeast rescue 5%.
For CCOC(=O)c1ccccc1NC1(c2ccc(OC)cc2)C(=O)c2ccccc2C1=O the results were aSyn yeast rescue 6%.
For CCN(CC)CCN1C(=O)C(=O)/C(=C(/O)c2ccc(S(=O)(=O)N3CCOCC3)cc2)C1c1ccc(C(C)(C)C)cc1 (stereo not given) the results were aSyn yeast rescue -10%.
CCN(CC)S(=O)(=O)c1ccc(C(=O)OCC(=O)N2CCOCC2)cc1 was read as aSyn yeast rescue 7%.
For C[C@H](CO)N1C[C@H](C)[C@H](CN(C)C(=O)NC2CCCCC2)Oc2cc(-c3cccnc3)ccc2S1(=O)=O the results were aSyn yeast rescue 4%.

Reprinted at random: two records from the list, in no set order.
CCN(CC)S(=O)(=O)c1ccc(C(=O)OCC(=O)N2CCOCC2)cc1 was read as aSyn yeast rescue 7%.
N#C/C(=C\c1c(Oc2ccc(Br)cc2)nc2ccccn2c1=O)c1nc2ccccc2s1 was read as aSyn yeast rescue -4%.

The list goes on.
Screening COc1ccc(CCNC(=O)c2ccc3c(c2)N(Cc2ccc(Cl)cc2)C(=O)c2ccccc2S3)cc1OC returned aSyn yeast rescue 9%.
Screening CN1CCN(C(=O)C(=O)Nc2c3c(nn2-c2ccc(F)cc2)CSC3)CC1 returned aSyn yeast rescue -1%.
Screening COc1ccc(NC(=O)COC(=O)C2COc3ccccc3O2)cc1 (stereo not given) returned aSyn yeast rescue -7%.
CCN(CC)CCCNC(=O)C(=O)Nc1ccc2nc3n(c(=O)c2c1)CCCCC3 was read as aSyn yeast rescue 10%.
For CCN(CC)c1ccc(/C=N/NC(=O)c2cccc(S(=O)(=O)Nc3ccccc3OC)c2)c(O)c1 the results were aSyn yeast rescue -11%.
Screening Cc1ccc(NC(=O)C2CCC(CNS(=O)(=O)c3ccc4c(c3)CCCC(=O)N4)CC2)cc1F (stereo not given) returned aSyn yeast rescue 3%.
CCOC(=O)c1sc(NC(=O)CNCc2ccccn2)c(C(=O)OCC)c1C was read as aSyn yeast rescue 9%.
COc1cccc(Oc2ccc(OC)cc2C(=O)O)c1 was read as aSyn yeast rescue 15%.
CCN(C(=O)Cn1nc(C)c([N+](=O)[O-])c1C)c1c(N)n(Cc2ccccc2)c(=O)[nH]c1=O was read as aSyn yeast rescue 1%.
Screening Cc1occc1C(=O)N/N=C/c1ccc2c(c1)OCO2 returned aSyn yeast rescue -9%.
`Cc1ccc(N2C(=O)C(CC(=O)Nc3ccc(F)cc3)N(CCC3=CCCCC3)C2=O)cc1` (stereo not given) gave aSyn yeast rescue -7%.
